# HCMV inh – inhibitors of human cytomegalovirus | HFF cells, HCMV-luciferase reporter, 72 h; stronger effect = lower value | activity change, negative = inhibition, % at 57.5 µM | 410,000 tested, 4.5% active; in the data active = activity change below about -60%; inconclusive = no clear call, values can overlap the other calls; inactive = above about -39%
#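 HFF cells seeded 16 h at 37C, treated with compounds, infected with luciferase-reporter HCMV at MOI 1 PFU/cell; luciferase read at 72 h post infection, normalized to buffer-only and Salinomycin controls.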
# AmpC no deterg – AmpC beta-lactamase inhibition without detergent | 330,000 tested, 0.52% active | P00811 | Potency, µM (doses to about 57.1 µM), for inactives: top-dose activity change, negative = inhibition, most hits filed as inhibitors | AmpC nitrocefin hydrolysis, absorbance 480 nm, 0.0001% Triton | AID 485341;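 note: potency is the fitted concentration of half-maximal effect; plate controls were no compound for no effect and no enzyme for full effect; nearly all actives have a fitted effect of over 20% in size; some results filed as inactive show a strong effect at the top dose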
# Target sequence (P00811 whole entry, looked up): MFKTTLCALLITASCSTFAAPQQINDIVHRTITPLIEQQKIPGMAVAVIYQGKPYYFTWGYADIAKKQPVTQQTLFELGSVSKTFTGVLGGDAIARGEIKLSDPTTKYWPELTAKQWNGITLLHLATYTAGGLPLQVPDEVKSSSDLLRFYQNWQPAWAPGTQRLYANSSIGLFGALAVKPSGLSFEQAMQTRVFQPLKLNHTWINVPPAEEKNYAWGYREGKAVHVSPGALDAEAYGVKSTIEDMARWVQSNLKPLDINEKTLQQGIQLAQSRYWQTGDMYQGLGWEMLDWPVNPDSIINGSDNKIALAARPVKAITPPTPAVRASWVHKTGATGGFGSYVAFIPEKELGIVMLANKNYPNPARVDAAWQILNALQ
#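 AmpC (5.3 nM in the dispensed reagent) in 20 mM phosphate pH 7.0 with 0.01% (detergent screen) or 0.0001% Triton X-100 was preincubated with compounds for 15 min at room temperature. Nitrocefin was then added from an 800 uM solution, and hydrolysis was followed at 480 nm.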
# Tb PYK inh – T. brucei pyruvate kinase inhibition; Q57TT1; TbPYK enzyme, Kinase-Glo Plus ATP luminescence, 45 min; Potency, µM (top dose mostly 76.8 µM), inactives show at the highest dose activity, negative = inhibition, most hits filed as inhibitors; 410,000 tested, 0.12% active; AID 624173; note: potency is the fitted concentration of half-maximal effect; nearly all actives have a fitted effect of over 50% in size
#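 ADP (130 uM final) triggers the TbPYK reaction after compound addition; incubation is 45 min at room temperature. Kinase-Glo Plus is then added and luminescence imaged. Normalized data are fitted to concentration-effect curves.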
# LmPK inhibitor – blocks Leishmania mexicana pyruvate kinase activity; 290,000 tested, 0.37% active; AID 1721; Q27686; purified LmPK, Kinase-Glo ATP luminescence, 1 h; Potency, µM (series often up to 57.5 µM), without a hit: at the top dose activity change, negative = inhibition, actives largely listed as inhibitors; note: potency is the fitted concentration of half-maximal effect
# Target sequence (Q27686 whole entry, looked up): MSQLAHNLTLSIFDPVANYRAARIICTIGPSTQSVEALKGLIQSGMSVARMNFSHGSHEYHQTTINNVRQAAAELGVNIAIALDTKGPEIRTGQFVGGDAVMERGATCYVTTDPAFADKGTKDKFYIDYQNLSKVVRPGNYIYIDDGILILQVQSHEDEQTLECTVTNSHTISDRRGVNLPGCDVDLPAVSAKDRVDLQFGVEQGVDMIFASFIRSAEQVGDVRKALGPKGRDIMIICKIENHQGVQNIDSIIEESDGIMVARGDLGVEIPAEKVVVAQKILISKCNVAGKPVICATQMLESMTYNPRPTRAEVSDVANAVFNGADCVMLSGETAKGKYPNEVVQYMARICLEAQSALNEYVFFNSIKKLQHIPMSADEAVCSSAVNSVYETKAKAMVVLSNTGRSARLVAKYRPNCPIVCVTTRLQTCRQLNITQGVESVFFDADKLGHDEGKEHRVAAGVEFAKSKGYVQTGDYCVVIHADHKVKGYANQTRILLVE
#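 qHTS format; LmPK 0.1 nM; substrates PEP 0.5 mM and ADP 0.1 mM. One-hour room-temperature incubation, then coupled luciferase luminescence; 0.5 nM enzyme wells mark activation.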
# AMA1 RON2 block – AMA1-RON2 (P. falciparum) interaction inhibition | 360,000 tested, 0.2% active | Potency, µM (doses to about 58.2 µM), without a hit: top-dose activity change, negative = inhibition, most hits filed as inhibitors | AlphaScreen AMA1-biotinylated RON2 peptide binding;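 note: potency is the fitted concentration of half-maximal effect; 0% = vehicle wells and -100% = peptide control; nearly all actives have a fitted effect of over 45% in size; some results filed as inactive show a strong effect at the top dose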
#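 AMA1 (3D7) with his tag at 25 nM final met compounds first, then biotinylated RON2 peptide at 25 nM; detection used donor plus acceptor beads, 10 µg/mL apiece, read by AlphaScreen after 30 min at room temperature.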
# HCV inhibitor – inhibitors of hepatitis C virus infection | Huh7.5.1 HCVcc-Cre infection, luciferase reporter, 44 h | Potency, µM (series often up to 41.8 µM), without a hit: top-dose activity change, negative = inhibition, most hits filed as inhibitors | 340,000 tested, 3.4% active | AID 651820; note: potency is the fitted concentration of half-maximal effect
#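 Cells (1,000/well) were plated 4 h before compound, then infected with HCVcc-Cre virus (~0.5 moi). After 44 h further culture, infection was read as luciferase luminescence following a 15 min substrate incubation at room temperature.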
# AmpC detergent – AmpC beta-lactamase inhibition with detergent present; P00811; AmpC hydrolysis of nitrocefin, absorbance 480 nm, 0.01% Triton; Potency, µM (top dose mostly 114 µM), without a hit: top-dose activity change, negative = inhibition, most hits filed as inhibitors; 370,000 tested, 0.041% active; AID 485294;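 note: potency is the fitted concentration of half-maximal effect; 0% = no-compound wells and -100% = no-enzyme wells; nearly all actives have a fitted effect of over 25% in size; some results filed as inactive show a strong effect at the top dose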
#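 AmpC (5.3 nM in the dispensed reagent) in 20 mM phosphate pH 7.0 with 0.01% (detergent screen) or 0.0001% Triton X-100 was preincubated with compounds for 15 min at room temperature. Nitrocefin was then added from an 800 uM solution, and hydrolysis was followed at 480 nm.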
# Numbers without * were called inactive; u = inconclusive; x = not tested or not shown; [ ] = another dose, or the depositor's remark. Unless noted, calls come from the whole dose curve; as a rule, active = well fitted curve in the direction sought with a large enough effect; inconclusive = small, poorly fitted or top-dose-only effect, or another doubt; inactive = no such curve, though single readings can be large; an effect the other way counts as inactive or inconclusive. Unless noted, % is set by controls: 0 for no effect and ±100 for the full control effect.
canonical_smiles	HCV inhibitor	Tb PYK inh	AmpC no deterg	AMA1 RON2 block	LmPK inhibitor	AmpC detergent	HCMV inh
Cc1cc(C)n(CCC(=O)N/N=C/c2cccc([N+](=O)[O-])c2)n1	15%	-3%	-3%	3%	0%	-4%	80
CCOC(=O)c1c(C)cccc1OCC(N)=O	2%	3%	-13%	5%	-8%	-7%	-4
COc1ccccc1-c1cc(C(=O)NCCCN2CCOCC2)no1	1%	0%	-2%	-2%	7%	-12%	-22
CCCCn1nc(NS(=O)(=O)c2cccc3nonc23)c2cc3cccc(C)c3nc21	4%	11%	-30%	-7%	1%	-6%	20
CN(C)CCNC(=O)c1scc2c1CCCC2	-6%	-4%	-12%	3%	5%	-7%	-17
COc1ccc(-c2noc(Cc3ccccc3OC)n2)cc1	u	-3%	-5%	37%[activator]	2%	-15%	-21
COc1ccc(/C=N/c2sc3c(c2C#N)CCN(Cc2ccccc2)C3)c(O)c1	-6%	x	-22%	x	0%	-1%	x
O=C(Cc1ccc([N+](=O)[O-])cc1)Nc1cc(C(F)(F)F)cc(C(F)(F)F)c1	-72%	7%	-50%	12%	2%	-9%	-35
CCOC1CCCc2oc(-c3ccc(OC)cc3)c(C(=O)NCCCCO)c21 (stereo not drawn)	x	-5%	x	3%	x	x	17
CCOc1ccc(NS(=O)(=O)c2ccc3[nH]cc(C(=O)NCCc4ccccc4)c(=O)c3c2)cc1	x	4%	x	x	x	6%	24
COc1cc(-c2nnc(SCC#CCO)o2)cc(OC)c1OC	-5%	-3%	3%	1%	10%	u	116
Cc1ccnc(NC(=O)CNC(=O)c2ccccc2Br)c1	3%	4%	2%	7%	-16%	-9%	23
Ic1ccccc1CN[C@@H]1C2CCN(CC2)[C@@H]1C(c1ccccc1)c1ccccc1	u	24%	207%[activator]	u	x	u	-99*
O=C(N/N=C1\CC2CC=CC12)c1ccc(COc2ccccc2)cc1 (stereo not drawn)	u	0%	-24%	97%[activator]	0%	3%	9
CCOc1ccccc1NC(=O)c1c(NC(=O)C(C)Oc2ccc(Cl)cc2)sc2c1CCCCC2 (stereo not drawn)	x	1%	x	x	x	2%	-31
Cc1ccccc1N(CC(=O)N1CCCC1)S(=O)(=O)c1ccc(Cl)cc1	16%	1%	x	-6%	x	x	-21
CN(C(=O)c1cccc(NC(=O)Cc2ccc([N+](=O)[O-])cc2)c1)C1CCCCC1	3.2µM*	1%	-18%	-3%	x	x	u
Cn1c(=O)c2c(SCC(=O)N3CCOCC3)nc(CC(C)(C)C)nc2n(C)c1=O	8%	x	-14%	x	-1%	-3%	x
C1CCC(C23CC4CC(CC(C4)C2)C3)NC1 (stereo not drawn)	15%	-3%	-8%	0%	6%	-3%	-11
COc1ccc(C(=O)NCCCNC(=O)c2cnccn2)cc1Br	21%	-2%	-19%	-5%	1%	-3%	21
Cc1cc(=O)n2c(c1C#N)SC1CCCCC12O (stereo not drawn)	2%	-4%	-4%	-1%	2%	-22%	-21
Cc1ccc(C(=O)NC2CCCCNC2=O)cc1C (stereo not drawn)	4%	-7%	-3%	-4%	-18%	-3%	98
Cc1cccn2c(=O)c3cc(C(=O)N4CCN(Cc5ccccc5)CC4)sc3nc12	-2%	1%	143%[activator]	-7%	x	-1%	23
CCc1nc2ccc(C(=O)NCCOc3ccc(OC)cc3)cn2c1N(C=O)Cc1ccc(OC)cc1	x	2%	x	-7%	x	x	10
O=C1c2ccc(-c3ccc(F)cc3OCc3ccccc3)cc2S(=O)(=O)c2cccc(C(=O)N3CCN(c4ncc(Br)cn4)CC3)c21	10%	-7%	-35%	-5%	x	x	-1
O=C(NC1CCCC1)C(c1ccccc1)N(Cc1ccc(F)cc1)C(=O)c1csnn1 (stereo not drawn)	0%	-5%	26%	-2%	-4%	-9%	u
CCC(C)C(NS(=O)(=O)c1ccc(C)cc1)C(=O)NCCCN1CCOCC1 (stereo not drawn)	14%	0%	-9%	11%	-12%	-9%	31
COc1ccc(NC(=S)N(CCO)Cc2cc3c(C)cc(C)cc3[nH]c2=O)cc1	-14%	-19%	51%	-10%	6%	-9%	0
O=c1c2ccccc2[nH]c(=S)n1-c1ccc(Br)cc1	-1%	0%	-30%	104%[activator]	8%	2%	-36
CCC1=NC(c2ccccc2Cl)N(O)C1(C)C (stereo not drawn)	-15%	1%	-20%	22%	0%	-14%	24
O=[N+]([O-])c1ccc(N2CCN(CCOCCO)CC2)c([N+](=O)[O-])c1	19%	1%	-1%	3%	-12%	1%	8
CCOc1cc(CNCc2cc(OC)cc(OC)c2)ccc1OC	0.56µM*	15%	-12%	-6%	-1%	-10%	-11
COc1ccc(OCc2nnc(SCC(=O)Nc3ccccc3C#N)o2)cc1	9%	8%	-25%	-9%	-6%	0%	-23
COc1ccc(NC(=O)CCc2nc3cccnc3n2Cc2cccs2)c(OC)c1	x	-10%	x	x	x	0%	-27
CC1(NC(=O)CCc2nc3ccccc3c(=O)[nH]2)CCS(=O)(=O)C1 (stereo not drawn)	9%	-1%	-10%	-17%	-10%	0%	24
COCc1c(C(=O)N/N=C\c2cccs2)nnn1-c1nonc1N	-17%	0%	-10%	8%	3%	u	-15
CCOC(=O)C1(Cc2cccc(OC)c2)CCN(Cc2ccc(OC)c(O)c2)CC1	u	-17%	-4%	-8%	0%	0%	-34
O=C1c2ccsc2SCCN1Cc1ccc(Cl)cc1Cl	-17%	-1%	-14%	9%	1%	-2%	-36
O=C(COC(=O)c1cc([N+](=O)[O-])ccc1NCc1ccccc1)NC1CCCc2ccccc21 (stereo not drawn)	-18%	-4%	-17%	-13%	3%	0%	-34
CC(=O)Nc1cccc(C(=O)OCC(=O)NC2CCCCCCC2)c1	6%	1%	1%	19%	x	-14%	6

# Some of the entries so far, with two lines to a compound:
# Sequence of screens – HCV inhibitor | Tb PYK inh | AmpC no deterg | AMA1 RON2 block | LmPK inhibitor | AmpC detergent | HCMV inh
- Cc1ccc(C(=O)NC2CCCCNC2=O)cc1C (stereo not drawn)
 : 4% | -7% | -3% | -4% | -18% | -3% | 98
- CCc1nc2ccc(C(=O)NCCOc3ccc(OC)cc3)cn2c1N(C=O)Cc1ccc(OC)cc1
 : x | 2% | x | -7% | x | x | 10
- O=C1c2ccc(-c3ccc(F)cc3OCc3ccccc3)cc2S(=O)(=O)c2cccc(C(=O)N3CCN(c4ncc(Br)cn4)CC3)c21
 : 10% | -7% | -35% | -5% | x | x | -1
- O=C1c2ccsc2SCCN1Cc1ccc(Cl)cc1Cl
 : -17% | -1% | -14% | 9% | 1% | -2% | -36

# Carrying on.
canonical_smiles	HCV inhibitor	Tb PYK inh	AmpC no deterg	AMA1 RON2 block	LmPK inhibitor	AmpC detergent	HCMV inh
O=C(Cn1cc([N+](=O)[O-])ccc1=O)NCC1COc2ccccc2O1 (stereo not drawn)	28%	0%	-29%	8%	x	6%	10
CCNc1nc(=S)nc(NCc2ccccc2)[nH]1	x	x	-29%	x	-1%	-7%	-33
Cc1noc(C)c1COc1ccc(C(=O)OC(C)C(=O)Nc2ccc(S(=O)(=O)N3CCOCC3)cc2)cc1 (stereo not drawn)	-20%	-4%	-31%	4%	1%	-8%	-35
COc1ccc(CCC(=O)NCC(c2ccco2)N2CCc3ccccc32)cc1 (stereo not drawn)	u	-7%	-8%	u	x	-3%	-23
Cc1cc(C)nc(NC(=O)c2c(-c3ccccc3Cl)noc2C)n1	-16%	0%	-18%	2%	1%	-1%	1
Cc1ccc(NC(=O)c2ncn(CCCNCC(C)c3ccccc3)n2)cc1C (stereo not drawn)	u	1%	x	-3%	x	x	-22
CCCc1nc2scc(-c3ccc(C)cc3)c2c(=O)n1N	u	-7%	-12%	10%	5%	4%	-13
CCCCCC(=O)Nc1cccc(-c2nc3ncccc3o2)c1	u	-13%	-2%	5%	3%	4%	5
CCOCCc1nn2c(=O)cc(COC(=O)COc3ccccc3Cl)nc2s1	x	2%	x	x	x	-8%	6
Cn1c(CNC(=O)OC(C)(C)C)n[nH]c1=S	9%	u	-14%	-3%	-3%	-5%	-32
O=C(CN1C(=O)c2ccccc2C1=O)OC(C(=O)c1ccc(Cl)cc1)c1ccccc1 (stereo not drawn)	-10%	4%	-30%	-2%	2%	1%	20
Cc1nn(CC(=O)Nc2ccc(N3CCOCC3)cc2)c(C)c1Cl	x	2%	8%	13%	-5%	-2%	1
Cc1cc(C)cc(NC(=O)Nc2ccccc2OCc2cc(=O)n3ccccc3n2)c1	x	-2%	x	x	x	21%	30
COc1ccc(CNC(=O)c2ccc(CS(=O)c3ccccc3)o2)cc1 (stereo not drawn)	4%	-2%	-10%	8%	-13%	4%	-15
Cc1ccc(C(=O)NC(=S)NCC2CCCO2)cc1Br (stereo not drawn)	u	-17%	-26%	-4%	-4%	-10%	29
CCC(=O)Nc1cccc(-c2nc3cc(C)ccc3o2)c1	x	-4%	x	x	x	6%	103
O=C1NC(=O)C(C2CCCCCC2)C(=O)N1	8%	1%	x	10%	x	x	-66*
COc1ccccc1S(=O)(=O)Cc1ccc(C(=O)NCC(OC)OC)o1	15%	1%	-4%	-1%	5%	4%	-21
COc1cccc(C2CC(c3cccc(Br)c3)n3nc(N)nc3N2)c1 (stereo not drawn)	2%	u	u	38%[activator]	-1%	u	1
CCCCNc1nc2c(c(=O)n(Cc3ccc(Cl)c(Cl)c3)c(=O)n2C)n1C	x	4%	x	x	x	6%	-4
O=C(Nc1ccc(CN2CCOCC2)cc1)c1ccc(-c2ccc(Cl)cc2Cl)o1	u	2%	116%[activator]	-26%	-2%	0%	-65*
CCN(C(=O)CN(C)S(=O)(=O)c1ccc2c(c1)n(C)c(=O)c(=O)n2C)c1cccc(C)c1	x	4%	x	x	x	-3%	-25
Cc1cccc(C(=O)NCC(=O)N2CCN(c3ccccn3)CC2)c1	35%[activator]	-5%	-8%	-12%[11.6 µM]	x	x	-104*
O=C(CN1c2cccc3cccc(c23)S1(=O)=O)N1CCN(c2ccc(F)cc2)CC1	u	-2%	-41%	-8%	x	u	-18
CCOc1ccc(OCC)c(NC(=O)C2CCCN(c3ncccn3)C2)c1 (stereo not drawn)	u	-13%	38%	0%	-3%	2%	-11
COc1ccc2[nH]cc(CCN3C(=O)CCC3=O)c2c1	6%	5%	-9%	4%	0%	-14%	-10
Cc1ccc(S(=O)(=O)CCC(=O)OCC(=O)NCc2ccc(F)cc2)cc1	x	-1%	x	2%	x	x	-4
